CHOP UPR activ: activators of apoptotic arm of unfolded protein response (CHOP); activation, % at 10 µM; CHO-CHOP luciferase reporter, UPR activation, luminescence; percent of tunicamycin response over DMSO baseline; 330,000 compounds, 0.34% hits;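 active = at 10 µM dose, activation of 40% or more, normalized to positive control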;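 note: 100% = tunicamycin at 10 µg/mL and 0% = DMSO alone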
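System: CHO CHOP reporter cells. Amount: 500 cells per well. Buffer or medium: F12 medium, 10% FBS. Compound dosing: one dose, 10 µM in 0.5% DMSO. Incubation: 6 h compound exposure at 37 °C after overnight seeding. Technique: Steady-Glo luciferase luminescence. Benchmarks: tunicamycin and DMSO controls.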
tim10-1 inh: tim10-1 yeast growth inhibition | S. cerevisiae tim10-1 ts strain growth, BacTiter-Glo, 24 h | inhibition, % at 20 µM | 330,000 compounds, 2.2% hits;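 active = inhibition of at least 40%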;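 note: mutant grown at 25 °C; 0% = DMSO wells with yeast and 100% = wells holding no yeast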
APJ ag: agonists of human APJ apelin receptor; 330,000 compounds, 0.11% hits; AID 2520; CHO-K1 APJ PathHunter beta-arrestin, luminescence; 0% DMSO wells, 100% apelin; P35414; activation, % at 20 µM;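 active = activation more than six SD over the plate average, tested at 20 µM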;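 note: 0% = DMSO alone and 100% = apelin-13 at 10 nM; some results filed as inactive read as strong as hits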
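assay system = CHO-K1 APJ beta-arrestin complementation cell line | input = cell density 1000 per well | dosing = compound 20 µM once, DMSO 1% | timing = compound 90 min 25 °C, reagent 1 h | measured by = luminescence from split beta-galactosidase complementation, Galacton Star/Emerald II substrate | read-out basis = APJ agonist activity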
APJ antagonist: APJ receptor antagonism; P35414; CHO-K1 APJ beta-arrestin complementation, luminescence; inhibition, % at 20 µM; 330,000 compounds, 0.32% hits; AID 2521;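 active = inhibition above about 40% at 20 µM, limit read from the data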;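 note: cells challenged with 10 nM apelin-13 agonist together with compound; plate controls were apelin-13 plus DMSO wells for no effect and DMSO wells lacking apelin-13 for full effect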
Mdm2 MdmX PPI: disrupts the human Mdm2-MdmX interaction; AID 485346; inhibition, % at 8 µM; 330,000 compounds, 3% hits; SaOS-2 split-luciferase Mdm2/MdmX complementation, luminescence; O15151+Q00987;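 active = inhibition of at least 50% at 8 µM in the primary screen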
Target sequence (O15151 whole entry, looked up): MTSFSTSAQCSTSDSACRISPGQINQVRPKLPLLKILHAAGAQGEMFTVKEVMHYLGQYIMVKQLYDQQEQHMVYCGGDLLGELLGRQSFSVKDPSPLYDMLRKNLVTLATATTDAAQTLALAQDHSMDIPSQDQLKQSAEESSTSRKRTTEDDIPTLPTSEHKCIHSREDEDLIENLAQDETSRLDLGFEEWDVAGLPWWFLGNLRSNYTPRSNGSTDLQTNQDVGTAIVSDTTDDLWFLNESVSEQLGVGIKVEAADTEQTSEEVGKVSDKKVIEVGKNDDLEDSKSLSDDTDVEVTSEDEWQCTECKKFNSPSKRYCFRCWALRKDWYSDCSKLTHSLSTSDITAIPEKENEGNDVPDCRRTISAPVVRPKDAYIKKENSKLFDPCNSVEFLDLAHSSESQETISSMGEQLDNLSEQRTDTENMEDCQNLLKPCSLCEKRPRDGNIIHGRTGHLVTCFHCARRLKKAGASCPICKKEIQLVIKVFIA
Target sequence (Q00987 whole entry, looked up): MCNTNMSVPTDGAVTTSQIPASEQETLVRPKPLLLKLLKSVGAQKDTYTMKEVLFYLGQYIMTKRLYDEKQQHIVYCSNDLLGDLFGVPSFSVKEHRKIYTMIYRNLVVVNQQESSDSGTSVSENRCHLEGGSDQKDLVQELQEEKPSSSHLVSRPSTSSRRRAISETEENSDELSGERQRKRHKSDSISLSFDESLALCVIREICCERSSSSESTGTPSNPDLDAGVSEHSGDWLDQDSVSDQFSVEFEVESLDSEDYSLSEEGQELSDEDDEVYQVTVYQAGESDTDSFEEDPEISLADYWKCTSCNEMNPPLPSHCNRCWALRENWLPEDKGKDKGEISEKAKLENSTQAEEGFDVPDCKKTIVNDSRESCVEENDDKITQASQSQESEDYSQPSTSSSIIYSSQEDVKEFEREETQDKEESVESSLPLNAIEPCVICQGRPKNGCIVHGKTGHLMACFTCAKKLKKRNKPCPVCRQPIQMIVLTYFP
tim23-1 inh: growth inhibitors of tim23-1 mutant yeast | AID 463212 | 330,000 compounds, 1.3% hits | inhibition, % at 20 µM | S. cerevisiae tim23-1 growth, BacTiter-Glo luminescence, 24 h;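 active = growth inhibition of the mutant yeast at or above 50%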;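 note: temperature-sensitive mutant grown at 25 °C; plate controls were DMSO-treated mutant yeast for no effect and medium wells lacking yeast for full effect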
CXCR6 inh: CXCR6 (human) receptor inhibition; AID 602244; 360,000 compounds, 0.36% hits; inhibition, % at 20 µM; O00574; CHO-K1 PathHunter CXCR6 beta-arrestin, luminescence; in the data active = inhibition above about 34%, passing the limit was not always enough;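 note: antagonist mode with CXCL16 agonist at 10 nM final; 0% = 10 nM CXCL16 with DMSO and 100% = unstimulated wells without agonist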
TIM10 inh: TIM10 yeast growth inhibition; S. cerevisiae TIM10 strain growth, BacTiter-Glo luminescence, 24 h; inhibition, % at 10 µM; 330,000 compounds, 1.4% hits;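 active = inhibition of 40% or more at the single tested concentration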;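 note: wild-type TIM10 isogenic control strain grown at permissive 25 °C; 0% = DMSO yeast wells and 100% = minimal medium wells without yeast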
XBP1 UPR activ: adaptive UPR (XBP1) activation | CHO-XBP1 luciferase reporter, IRE1-XBP1 UPR activation, luminescence; percent of tunicamycin response, DMSO as zero | activation, % at 20 µM | 330,000 compounds, 0.33% hits | AID 463104;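 active = versus positive control, 20 µM dose yields 30% or more activation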;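 note: 100% = tunicamycin at 10 µg/mL and 0% = DMSO only wells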
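Material: IRE1-XBP1 luciferase reporter CHO line / Quantity: one thousand reporter cells per well / Buffer or medium: F12 with 10% serum / Compound: 20 µM single concentration, DMSO 1% / Times: 6 h treatment, 37 °C / Detection: Steady-Glo luciferase glow luminescence, 10 min after reagent addition / Benchmarks: tunicamycin high, DMSO low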
An asterisk follows results filed as active; / = not tested or not shown. A portion of the library. The share of hits here may be higher or lower than overall.

Results follow in this order: CHOP UPR activ, tim10-1 inh, APJ ag, APJ antagonist, Mdm2 MdmX PPI, tim23-1 inh, CXCR6 inh, TIM10 inh, XBP1 UPR activ
- CC1CCCN(S(=O)(=O)c2ccc3c(c2)C(C)(C)C(=O)N3C)C1 (stereo not given)
→ -1.2, 26, -4, 4, -14, 21, 2, 4, 5
- CCC(=O)c1cn(CC(=O)Nc2ccc(C)cc2C)c2ccccc12
→ -0.1, -6, 2, -8, 10, 17, 5, 5, 0
- CCC(C)NC(=O)CSc1nc2ccccc2c(=O)n1CCCC(=O)NCC1CCCO1 (stereo not given)
→ 1.3, 14, 0, -2, 11, 8, -9, 14, -2
- COc1ccc(OC)c(NS(=O)(=O)c2ccc(Br)s2)c1
→ 2.3, 1, -2, -3, 22, 39, /, 26, 5
- Cn1c2ccccc2c2c(=O)oc3ccccc3c21
→ 4.3, 2, /, /, -22, 19, -2, -27, 6
- Cc1[nH]c(=O)[nH]c(=O)c1S(=O)(=O)Nc1ccc(F)c(Cl)c1
→ 2.5, -10, -3, 9, -10, 13, -4, 1, -2
- CCOc1c(Br)ccc2c1sc1nc[nH]c(=O)c12
→ -0.6, 35, -3, 1, 29, 40, -6, 24, 2
- O=C(c1cc(-c2ccncc2)nc2ccccc12)N1CCOCC1
→ 0.0, 18, -3, 5, -24, 2, -4, 3, 0
- O=C(O)c1cnn(-c2ccccc2)c1-c1ccncc1
→ 0.9, 28, 0, -14, -15, 6, -3, -1, -1
- S=c1[nH]nc(-c2ccccn2)n1/N=C/c1ccc(Cl)c(Cl)c1
→ 0.0, 27, 1, 19, 14, 23, -18, 29, -1

Results follow in this order: CHOP UPR activ, tim10-1 inh, APJ ag, APJ antagonist, Mdm2 MdmX PPI, tim23-1 inh, CXCR6 inh, TIM10 inh, XBP1 UPR activ
- COCCn1c(SCC(=O)Nc2cc(OC)ccc2OC)nc2c(c1=O)SC(C)C2 (stereo not given)
→ -1.5, 6, -1, 14, 43, 21, 3, 3, -1
- CC(C)Cn1c(N)c(C(=O)COC(=O)c2ccc(Cl)cc2)c(=O)n(C)c1=O
→ 0.9, 32, 1, -9, 14, 31, -2, 33, 3
- CCOC(=O)c1ccc(NC(=O)c2nc[nH]c2C(=O)NCCNC(=O)c2[nH]cnc2C(=O)Nc2ccc(C(=O)OCC)cc2)cc1
→ -5.2, 15, 2, -1, 100*, 10, 2, -1, 2
- OC(CNCCc1ccc(C(F)(F)F)cc1)COc1cccc2ccccc12 (stereo not given)
→ -3.8, 39, 0, -2, 42, -60, -13, -41, 14
- O=C(c1ccc(CS(=O)c2cccc(Cl)c2)o1)N1CCN(c2ccccn2)CC1 (stereo not given)
→ 3.3, 9, -1, 1, 17, 9, 5, 3, -4
- Cc1cccc(C)c1N1C(=O)C(Cl)=C(N2CCCC2)C1=O
→ -0.4, 3, -5, -10, 27, 18, 2, -12, 1
- Cc1ccc(/C=C/C(=O)O)cc1S(=O)(=O)N1CCCCC1
→ -1.1, -9, 0, 7, 19, -2, -5, -6, -2
- O=C(N/N=C/c1ccc(O)c(O)c1)C1CC1
→ 0.6, -7, 2, -9, -5, 7, 5, 15, -1
- COc1ccc2c(c1)sc(=N)n2CC(=O)Nc1cc(C)cc(C)c1
→ 0.4, 29, -4, -8, -4, 26, -1, 10, -2
- CCCCCCc1cc2cc(S(=O)(=O)c3ccc(C)cc3)c(=O)oc2cc1O
→ 2.8, 14, 3, -39, 32, 7, -40, -12, -4

Results follow in this order: CHOP UPR activ, tim10-1 inh, APJ ag, APJ antagonist, Mdm2 MdmX PPI, tim23-1 inh, CXCR6 inh, TIM10 inh, XBP1 UPR activ
- Cc1ccnc(N=Cc2nc(-c3ccccc3Br)oc2O)c1
→ 5.0, 16, 0, 6, -22, 2, 5, 19, 0
- Cc1ccc2nc(-c3ccccc3)nc(SC(C)C(=O)NCc3cccs3)c2c1 (stereo not given)
→ -1.3, -7, -5, 7, 63*, -1, /, -4, 3
- Cc1c[nH]c2cccc(OCC(O)CNC(C)(C)C)c12 (stereo not given)
→ -1.4, 9, -1, -23, -28, 16, -3, -3, -2
- COc1ccc(-c2noc(CCC(=O)Nc3cc(Cl)c(OC)cc3OC)n2)cc1
→ 2.4, -9, 0, 18, -15, 27, 7, -21, -1
- CC(=O)Nc1ccc(NC(=O)C(C)OC(=O)CCCOc2ccc(Cl)cc2C)cc1 (stereo not given)
→ 1.5, 5, -5, 5, 15, 22, -4, 4, -3
- O=C(O)c1ccc(-c2noc(-c3ccccc3C(F)(F)F)n2)cc1
→ 4.6, -8, -2, -66, 7, 4, -2, -2, 1
- COCC(=O)Nc1cc(C)cn(Cc2cccc(C(F)(F)F)c2)c1=O
→ 0.4, 8, -1, 15, -8, 14, -1, 3, -5
- c1ccc2c(c1)OCCOCCOCCOCCOc1ccccc1OCCOCCOCCO2
→ 0.3, 22, -2, -2, 16, 29, 18, 12, -2
- Cc1cc(C#N)c(C)c(SCc2[nH]nc3c2C(c2ccccc2)C(C#N)=C(N)O3)n1 (stereo not given)
→ -0.8, 15, -1, 4, 14, 7, 8, 15, -1
- CCN(CC)S(=O)(=O)c1ccc(OCC(=O)NCc2ccccc2)cc1
→ -0.5, 21, -1, -4, -15, 25, 4, 22, -2

Results follow in this order: CHOP UPR activ, tim10-1 inh, APJ ag, APJ antagonist, Mdm2 MdmX PPI, tim23-1 inh, CXCR6 inh, TIM10 inh, XBP1 UPR activ
- CC(=O)N1CCN(C(=S)NCc2ccccc2)CC1
→ 0.7, 5, 0, -2, 15, 15, 3, -2, -1
- C=CCSc1nnc(-c2cc3c(C(F)(F)F)nn(C)c3s2)n1C
→ 11, 11, -2, 8, 27, 9, 6, 17, 1
- O=C(OCC(=O)N1CCCC1)c1cc(Cl)ccc1[N+](=O)[O-]
→ -0.4, -8, 0, 19, -23, 2, -2, 12, 4
- COc1ccccc1N1CCN(C(C)C(=O)N2CC(C)OC(C)C2)CC1 (stereo not given)
→ 0.7, 7, -1, -14, 3, 6, -1, -6, 2
- COCCn1c(=NC(=O)c2cc(-c3cccs3)nc3ccccc23)sc2cc(S(N)(=O)=O)ccc21
→ 6.9, 40, -1, 1, 41, 24, 13, 15, 0
- O=C(OCC(=O)N1CCCCCC1)c1ccc([N+](=O)[O-])cc1Cl
→ 1.2, -2, 5, -25, 14, 28, -19, 4, -6
- COc1ccc(-c2csc(NC3=NCCCCC3)n2)cc1
→ 6.7, 16, -1, -9, -28, 30, -3, 27, -1
- CCn1cc(C(=O)N2CCN(C3CCCCC3)CC2)c2cc(OC)c(OC)cc2c1=O
→ -0.3, 6, 0, 8, 14, 13, -2, -2, 3
- C=CCNC(=O)CN1CCN(C(c2ccccc2)c2ccccc2)CC1
→ 0.5, -16, -1, -4, 19, 10, -2, 0, -1
- Fc1cccc(-c2cc3nc4c(c(N5CCOCC5)n3n2)CCCC4)c1
→ 3.0, -1, -2, 4, 15, 41, 5, 29, 5

Results follow in this order: CHOP UPR activ, tim10-1 inh, APJ ag, APJ antagonist, Mdm2 MdmX PPI, tim23-1 inh, CXCR6 inh, TIM10 inh, XBP1 UPR activ
- c1coc(-c2nn3c(-c4ccco4)nnc3s2)c1
→ -0.5, 16, -3, -1, 0, 20, -5, -2, 2
- CCCC(=O)Nc1sc2c(c1C#N)CC(C)(C)NC2(C)C
→ -0.6, -8, -1, -14, 6, -8, -1, -16, 2
- O=C(CSc1nc(O)cc(=O)[nH]1)Nc1ccc2c(c1)CCC2
→ -2.3, 21, 0, -13, -11, 12, 2, 9, 1
- O=C(Nc1c(C(=O)N2CCN(c3ccccn3)CC2)oc2ccccc12)c1cccc([N+](=O)[O-])c1
→ 1.9, 29, 0, 8, 43, 19, 4, 15, -5
- CCC(=O)c1ccc(OCC(=O)Nc2cccc(S(=O)(=O)N3CCCCCC3)c2)cc1
→ 7.3, 6, 13, -24, -1, 15, -9, 3, -2
- CCOC(=O)c1[nH]c2ccc(F)cc2c1NC(=O)CCN1CCSCC1
→ -1.0, -6, -1, 15, 19, 1, 5, -3, 0
- CN(C)S(=O)(=O)c1ccc(N2C(=O)CC2(/C=C/c2ccccc2)C(=O)NC2CCCC2)cc1 (stereo not given)
→ 4.6, 13, 1, 5, 15, 4, 8, 22, -1
- O=C(Nc1nnc(-c2ccccc2)s1)c1ccccc1O
→ 4.3, 5, -4, 8, -36, 16, -3, 8, 0
- CCN1CCN(C(=S)NCC(C)C)CC1
→ -1.4, 7, 8, 3, -12, 18, 2, -9, -2
- CCCCNC(=O)C1CC(=O)N(CCc2ccc(C)cc2)C1 (stereo not given)
→ 3.8, 0, -1, 5, -21, -3, -5, 8, -4

Reprinted at random: 2 records from the list, in no set order.
Results follow in this order: CHOP UPR activ, tim10-1 inh, APJ ag, APJ antagonist, Mdm2 MdmX PPI, tim23-1 inh, CXCR6 inh, TIM10 inh, XBP1 UPR activ
- O=C(Nc1nnc(-c2ccccc2)s1)c1ccccc1O
→ 4.3, 5, -4, 8, -36, 16, -3, 8, 0
- O=C(CSc1nc(O)cc(=O)[nH]1)Nc1ccc2c(c1)CCC2
→ -2.3, 21, 0, -13, -11, 12, 2, 9, 1

Remaining list, next part:
Results follow in this order: CHOP UPR activ, tim10-1 inh, APJ ag, APJ antagonist, Mdm2 MdmX PPI, tim23-1 inh, CXCR6 inh, TIM10 inh, XBP1 UPR activ
- COc1ccc(NC(=S)N2CCN(C(=O)c3ccco3)CC2)cc1OC
→ 0.5, -16, -3, 5, 14, -4, -11, 1, -4
- CC(=O)Nc1ccc(S(=O)(=O)NCC2CCC(C(=O)NCCCN3CCCC3=O)CC2)cc1 (stereo not given)
→ -0.4, 5, -2, 0, -9, 6, -5, 7, -1
- COc1ccccc1-c1noc(-c2ccccc2C(=O)N2CCOCC2)n1
→ -1.4, 5, 1, 1, 18, 13, 3, -7, 1
- CCOC(=O)C1CCCCN1S(=O)(=O)c1ccc2c(c1)CC(C)N2C(=O)C1CCC1 (stereo not given)
→ 1.8, 31, 5, -3, 19, 41, 7, 22, 1
- CCOc1cc(CNCc2ccccn2)ccc1OCC(=O)NC(C)(C)C
→ -0.2, -13, 1, 8, -3, 6, -7, 0, -2
- CC(C)(C)C(=O)N1CCN(c2ccc([N+](=O)[O-])cc2-n2cccc2)CC1
→ 4.1, 22, 1, 12, 3, 8, 14, 15, -2
- O=C(COC(=O)c1cccnc1Cl)NCCc1ccc(F)cc1
→ 0.2, 0, -3, 10, -1, 12, -5, 0, -3
- COc1ccc(OC)c(N)c1
→ -1.2, 17, 11, -40, 20, 12, -43, 4, -2
- CCCc1cc(=O)oc2c(C)c(OCC(=O)Nc3cccnc3)ccc12
→ 0.9, 5, 2, 7, -6, -6, -6, -15, -1
- CC(C)(C)NC(=O)Nc1ccccc1C(N)=O
→ -0.7, -13, -1, 5, -11, -3, 2, -3, -4
- C(=N\NC1=Nc2cccc3cccc1c23)/c1cccnc1
→ 3.3, -1, 1, -24, -61, 33, -1, 11, 3
